Screens: PubChem, several laboratories
bovine MsrA act: activates bovine MsrA enzyme | AID 602163 | 360,000 compounds, 0.3% hits | activation, % at 10.6 µM | purified bovine MsrA, absorbance read-out; in the data active means activation above about 7.5%;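 further: 0% = vehicle and 100% = reference activator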
CSN inh: inhibitors of human CSN-mediated cullin deneddylation | Q92905 | Purified CSN, SCF-Nedd8-OG deneddylation, fluorescence polarization | 360,000 compounds, 0.38% hits | inhibition, % at 12.5 µM;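 active means pattern-corrected inhibition above about 35%, with an unprinted fluorescence ratio check between 0.5 and 1.5, limit read from the data, passing the limit was not always enough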;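 further: 0% = enzyme with substrate and 100% = substrate without enzyme; some results filed as inactive read as strong as hits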
Target sequence (Q92905 whole entry, looked up, one chain of several): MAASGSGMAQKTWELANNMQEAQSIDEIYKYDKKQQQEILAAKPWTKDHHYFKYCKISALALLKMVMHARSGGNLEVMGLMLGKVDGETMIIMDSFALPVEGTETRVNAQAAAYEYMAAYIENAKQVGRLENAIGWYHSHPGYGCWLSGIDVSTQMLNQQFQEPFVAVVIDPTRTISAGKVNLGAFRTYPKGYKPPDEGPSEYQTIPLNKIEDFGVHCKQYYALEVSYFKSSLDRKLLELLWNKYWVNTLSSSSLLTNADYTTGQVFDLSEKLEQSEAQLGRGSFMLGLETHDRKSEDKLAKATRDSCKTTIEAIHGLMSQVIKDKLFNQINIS
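Assay system: purified human Csn5 enzyme expressed in HEK293T cells; measure: % inhibition; also added: SCFSkp2-Nedd8OG substrate at 10 nM final; technique: fluorescence polarization; times: reaction 90 min, room temperature; medium: Tris buffer pH 7.5, NaCl, DTT, Tween-20, trehalose, ovalbumin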
Rpn11 inh: blocks the human proteasome subunit Rpn11; O00487; human 26S proteasome, Ub4-pepOG fluorescence polarization; 20S core pre-blocked with epoxomicin; calls only at 20 µM; 360,000 compounds, 0.59% hits; AID 588493;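 active means inhibition at 20 µM, scaled to each plate's controls, above about 33%, limit read from the data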
eLon inh: E. coli protease La inhibition; P0A9M0; purified E. coli Lon protease, fluorescence polarization; inhibition, % at 7.94 µM; 360,000 compounds, 0.42% hits; AID 602123; in the data active means inhibition above about 13%, passing the limit was not always enough;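 further: 0% = enzyme with probe and DMSO and 100% = no enzyme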
Target sequence (P0A9M0 whole entry, looked up): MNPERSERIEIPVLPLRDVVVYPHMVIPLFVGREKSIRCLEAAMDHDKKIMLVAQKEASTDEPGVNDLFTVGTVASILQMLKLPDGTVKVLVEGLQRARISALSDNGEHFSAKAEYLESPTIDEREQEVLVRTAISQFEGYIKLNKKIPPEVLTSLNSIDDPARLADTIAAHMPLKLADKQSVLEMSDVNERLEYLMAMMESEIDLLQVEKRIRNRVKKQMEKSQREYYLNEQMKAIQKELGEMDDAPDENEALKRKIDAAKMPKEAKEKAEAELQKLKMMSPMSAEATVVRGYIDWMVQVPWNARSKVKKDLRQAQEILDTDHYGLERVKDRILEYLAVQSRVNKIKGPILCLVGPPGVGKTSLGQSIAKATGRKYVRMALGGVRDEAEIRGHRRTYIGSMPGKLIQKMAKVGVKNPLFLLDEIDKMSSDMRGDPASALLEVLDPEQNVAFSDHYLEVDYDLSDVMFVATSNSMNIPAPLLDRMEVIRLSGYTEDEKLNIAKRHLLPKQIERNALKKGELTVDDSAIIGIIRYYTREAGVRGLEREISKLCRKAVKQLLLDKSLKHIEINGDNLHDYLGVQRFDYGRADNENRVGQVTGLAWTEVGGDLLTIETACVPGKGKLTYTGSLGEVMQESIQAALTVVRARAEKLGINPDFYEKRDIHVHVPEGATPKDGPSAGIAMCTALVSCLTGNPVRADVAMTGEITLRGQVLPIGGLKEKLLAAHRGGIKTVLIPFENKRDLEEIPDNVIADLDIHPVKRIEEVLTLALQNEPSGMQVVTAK
Rin1-Abl PPI inh: human Rin1-Abl interaction inhibition | inhibition, % at 7.35 µM | AID 588664 | TR-FRET Rin1/Abl binding, biochemical | P00519+Q13671 | 360,000 compounds, 0.4% hits; in the data active means inhibition above about 5%, passing the limit was not always enough
MLLE-PAM2 inh: blocks PAM2 peptide binding to the PABP1 MLLE domain | P11940 | GST-MLLE / FITC-PAM2 fluorescence polarization | inhibition, % at 20 µM | 360,000 compounds, 0.36% hits; in the data active means inhibition above about 35%, passing the limit was not always enough;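 further: plate controls were DMSO wells with GST-MLLE for no effect and wells lacking GST-MLLE protein for full effect; some results filed as inactive read as strong as hits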
FAS-TE inh: inhibitors of human fatty acid synthase thioesterase domain; P49327; recombinant FAS-TE, OMFH fluorogenic substrate, fluorescence endpoint; inhibition, % at 15 µM; 360,000 compounds, 0.67% hits;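 active means compounds whose normalised, plate-corrected inhibition of enzyme fluorescence in the single-dose primary screen is 50% or more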;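 further: 0% = DMSO with enzyme and 100% = substrate without enzyme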
MsrA inhibitor: inhibitors of bovine MsrA; 360,000 compounds, 0.75% hits; purified bovine MsrA, absorbance read-out; inhibition, % at 15.5 µM; in the data active means inhibition above about 4.5%;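 further: 0% = vehicle wells with enzyme and 100% = reference inhibitor wells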
MT1-MMP act inh: MT1-MMP (human) activation inhibition; 360,000 compounds, 0.061% hits; HT1080 RFP-PRO-GFP cells, GFP/RFP ratio fluorescence, overnight; percent of plate control window, DMSO zero; P50281; GFP/RFP ratio change, % at 20 µM; AID 651647;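 active means GFP/RFP ratio change of at least 30% with cell ATP level not reduced by more than half and red fluorescence within 50% of control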; further: strong numbers were not always called active
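Compound: 20 µM single dose, 1% DMSO / System: HT1080 RFP-PRO-GFP cells / Controls: DMSO and RFP-L50D-GFP cell wells / Read-out basis: GFP/RFP fluorescence ratio / Schedule: overnight compound exposure at 37 °C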
* marks the source's active call; other numbers are inactive results; i = inactive; · = not tested or not shown.

Start of the data: the first 3 entries, to show the layout:
SMILES	bovine MsrA act	CSN inh	Rpn11 inh	eLon inh	Rin1-Abl PPI inh	MLLE-PAM2 inh	FAS-TE inh	MsrA inhibitor	MT1-MMP act inh
CCOC(=O)N1CCN(Cc2nc3cc(NC(=O)CC)ccc3n2CC)CC1	-3	1	i	-8	-3	-6	-8	-0.1	0
O=C(COc1ccc(Cl)cc1)OCC(=O)N1CCOCC1	-1	1	i	-7	-2	3	-3	-0.3	-4
COc1ccc(OC)c(NC(=O)c2ccc(CSc3ncccn3)cc2)c1	0	2	i	-5	-1	18	25	-0.5	0

The list itself, from the start:
SMILES	bovine MsrA act	CSN inh	Rpn11 inh	eLon inh	Rin1-Abl PPI inh	MLLE-PAM2 inh	FAS-TE inh	MsrA inhibitor	MT1-MMP act inh
CCOC(=O)N1CCN(Cc2nc3cc(NC(=O)CC)ccc3n2CC)CC1	-3	1	i	-8	-3	-6	-8	-0.1	0
O=C(COc1ccc(Cl)cc1)OCC(=O)N1CCOCC1	-1	1	i	-7	-2	3	-3	-0.3	-4
COc1ccc(OC)c(NC(=O)c2ccc(CSc3ncccn3)cc2)c1	0	2	i	-5	-1	18	25	-0.5	0
CCOC(=O)N1CCN(C(=O)CSCc2ccccc2C)CC1	-4	-2	i	-11	2	-2	-8	-0.8	-2
O=C(O)c1cccc(NC(CNS(=O)(=O)c2ccc(Cl)cc2)c2ccccc2)c1 (centres undefined)	-4	-8	i	-1	2	6	4	0.7	-1
NS(=O)(=O)c1ccc(CNC(=O)Cc2c(F)cccc2Cl)cc1	1	0	i	-12	5	2	-3	0.3	-3
COc1ccc(C(C)(C)C)cc1NC(=O)c1ccc2c(c1)SC1=NS(=O)(=O)CCN12	-2	-5	i	6	0	-6	1	1.4	-5
O=C(Oc1cccc(/C=N/Nc2nc(Nc3ccccc3)nc(N3CCOCC3)n2)c1)c1ccco1	-9	-9	i	7	0	12	62*	1.4	2
Cc1nccc(-c2ccc(-n3cnc4ccccc43)cc2)n1	-6	1	i	1	-1	-9	-8	1.6	-16
CCO[C@@H]1OC(C(=O)N2CCCCCCC2)=C[C@H](c2csc3ccccc23)[C@H]1CCCO	-1	0	i	-9	4	-8	2	0.2	-6
CCC(Sc1nc(=O)cc(N)n1-c1cccc(C)c1)C(=O)Nc1cc(C)on1 (centres undefined)	-14	-2	i	-5	3	2	-11	0.7	·
O=C(Cn1cnc2c(NCc3ccccc3)ncnc21)NCc1nc2ccccc2[nH]1	-3	-11	i	-2	-2	4	-5	2.1	3
NC(=O)c1ccc[n+](CC(=O)Nc2ccccc2C(=O)O)c1	-1	-1	i	-4	0	9	-3	0.4	-12
CC1CCCCN1CCCNC(=O)c1ccc2c(c1)NC(=O)CN2C (centres undefined)	-4	2	i	-10	-3	13	-13	-0.2	2
COc1ccc(NC(=O)c2cc(-c3cccnc3)nc3ccc(C)cc23)cc1OC	-1	-2	i	2	-4	10	-12	1.7	-6
Cc1cccn2c(/C=N/OCc3cccc(F)c3)c(-c3ccc(Cl)cc3)nc12	-5	0	i	10	1	7	24	1.9	-5
COC(=O)CSc1nnc(-c2ccc(OC)c(OC)c2)o1	-1	-7	i	9	2	6	-2	-0.2	-2
S=c1[nH]nc(-c2ccc(Cl)cc2)n1-c1ccc2c(c1)OCCO2	4	0	i	-9	-3	-5	-11	0.6	1
Cc1ccc([C@H]2C[C@H](n3cc(COC(=O)c4ccccc4)nn3)[C@@H](O)CN2CC2CCCCC2)cc1	-6	4	i	0	-1	-5	13	1.5	3
O=C1C(Cl)=C(N2CCOCC2)C(=O)N1c1cccc(Cl)c1	-12	-8	i	-7	2	21	8	0.2	-4
Cc1coc2c1c(C)cc1oc(=O)c(CC(=O)N[C@@H](CC(C)C)C(=O)O)c(C)c12	-13	3	i	-8	0	14	-5	0.0	-7
CCOC(=O)c1ccc2nc(C)c(CC)c(Cl)c2c1	-3	0	i	9	5	8	8	-2.0	1
CC(=O)Nc1ccc(NC(=O)C(C)OC(=O)c2c(C)nn(-c3ccccc3)c2Cl)cc1 (centres undefined)	-3	-5	i	-10	0	-10	-9	0.3	-7
COc1ccc(C(=O)/C=C/Nc2ccc(S(N)(=O)=O)cc2)cc1OC	-4	2	i	3	-4	3	-5	2.9	-7
O=C(NC(=S)Nc1cc(S(=O)(=O)N2CCOCC2)ccc1O)c1ccco1	-9	-2	i	6	-1	35	-5	1.7	1
CCN1C(=O)N[C@@H](c2ccco2)C(C(C)=O)=C1C	-1	-3	i	1	-1	4	-6	1.3	4
CN(C(=O)CSc1nnc(-c2ccco2)n1N)C1CCCCC1	-2	3	i	-2	5	5	-5	-0.1	2
O=C(O)c1cnc(-c2ccccc2)nc1Oc1ccc(Cl)cc1	-4	-3	i	-2	0	-10	-8	0.6	3
Cc1cccc(CCNC(=O)c2cccc3c2C(=O)N(C2CCCCC2)C3)c1	-3	-1	i	7	2	-11	27	0.4	-5
Cc1ccccc1C(=O)NNC(=S)NC(=O)c1ccc(Cl)cc1Cl	4	6	i	0	-3	10	-4	0.2	8
COc1ccc(-c2csc(NC(=O)CN3C(=O)NC4(CCCC4)C3=O)n2)cc1OC	-4	1	i	-2	-2	-28	-4	0.3	9
Cc1cnc(CN(C)Cc2c(C(=O)N3CCc4ccccc4C3)nc3ccc(Cl)cn23)[nH]1	-3	1	i	-10	6	-2	-2	-0.2	-6
C[C@@H]1CN([C@H](C)CO)C(=O)Cc2cc(NC(=O)CCC(F)(F)F)ccc2O[C@@H]1CN(C)C(=O)Nc1ccccc1	0	1	i	-13	4	-11	-9	-1.3	0
O=C(Nc1ccccc1)c1cccc(N2C(=O)C3C4C=CC(C5CC45)C3C2=O)c1 (centres undefined)	-4	-3	i	-19	-1	8	5	-1.6	3
Cc1ccc2nc(N(CCCN(C)C)C(=O)c3cc(-c4cccs4)nc4ccccc34)sc2c1	1	0	i	-9	0	-11	20	1.9	4
O=C(NNC(=O)c1ccccc1F)c1ccc2[nH]c(=O)c(=O)[nH]c2c1	-2	-1	i	-3	-4	0	-6	0.7	1
CCC1CCCCN1C(=O)c1cc2c(=O)n3cccc(C)c3nc2s1 (centres undefined)	0	3	i	6	-1	-7	32	·	-4
COCCNC(=O)c1cn(C)c2ccccc2c1=O	-4	1	i	10	-1	5	-6	1.4	3
COc1cc(OC)cc(-n2nnnc2SCC(=O)NC2CCCC2)c1	0	-2	i	6	-2	3	-3	0.2	7
CC1CCC(NC(=O)c2ccc3c(c2)OCO3)CC1 (centres undefined)	-2	-1	i	-6	2	10	0	0.1	1
COc1cc(OC)c(C2C(C#N)=C(C)NC(C)=C2C#N)c(C(=O)O)c1	-3	-5	i	10	-3	-4	-6	0.8	2
Cc1nn(CCCC(=O)Nc2cccnc2Cl)c(C)c1[N+](=O)[O-]	2	3	i	-7	2	11	0	0.5	4
CCOC(=O)c1ccc(NC(=O)Cn2cccc2)cc1	-1	-8	i	3	1	-28	-2	·	7
O=C(CCNC(=O)c1ccccc1Cl)N/N=C\c1ccc(O)cc1	-2	-1	i	2	-4	-2	-6	0.2	2
CCCNS(=O)(=O)c1ccc(OCC(=O)Nc2ccc3c(c2)OCO3)cc1	-7	3	i	-5	-1	11	-5	2.2	3
COc1ccc(-n2c(N)c(C(=O)NCC3CCCO3)c3nc4ccccc4nc32)c(OC)c1 (centres undefined)	-3	2	i	-4	3	6	10	1.1	6
O=C(COC(=O)c1cccc(S(=O)(=O)N2CCCCC2)c1)NC1CCCCC1	-1	4	i	2	1	-2	-6	0.3	2
COc1ccc(C2C(C#N)=C(/N=C/N3CCOCC3)OC3=C2C(=O)CC(C)(C)C3)cc1OC (centres undefined)	-7	-5	i	3	-2	9	-4	1.0	-2
Cc1occc1-c1nnc(SCC(=O)NC2CCCCC2C)o1 (centres undefined)	-1	-3	i	-2	2	8	-2	1.8	2
CCCc1cc(=O)oc2cc(OCc3cc(OC)c(OC)c(OC)c3)c(Cl)cc12	-7	-1	i	-3	-2	-3	-12	-0.9	-4

Quoted from the listing:
Entry for `COc1cc(OC)c(C2C(C#N)=C(C)NC(C)=C2C#N)c(C(=O)O)c1` under MT1-MMP act inh: 2
Entry for `COc1ccc(-n2c(N)c(C(=O)NCC3CCCO3)c3nc4ccccc4nc32)c(OC)c1` (centres undefined) under bovine MsrA act: -3
Entry for `CCOC(=O)c1ccc(NC(=O)Cn2cccc2)cc1` under FAS-TE inh: -2
Entry for `CCCc1cc(=O)oc2cc(OCc3cc(OC)c(OC)c(OC)c3)c(Cl)cc12` under Rin1-Abl PPI inh: -2

(listing goes on)
SMILES	bovine MsrA act	CSN inh	Rpn11 inh	eLon inh	Rin1-Abl PPI inh	MLLE-PAM2 inh	FAS-TE inh	MsrA inhibitor	MT1-MMP act inh
CCCN1CCN(CCCNC(=O)c2cc3c(s2)-c2ccccc2OC3)CC1	-12	6	i	6	-7	-3	-5	3.4	1
COc1cc(C)ccc1OCc1cc(C(=O)N2CCCCCCC2)no1	0	-4	i	-4	1	-17	7	0.1	0
O=C(N/N=C\c1cccc(Cl)c1)c1n[nH]c2c1CCCC2	-10	-3	i	-1	-3	4	2	0.2	0
CCC1(C)Cc2ccccc2C(=S)N1 (centres undefined)	-10	7	i	0	-2	-12	-13	0.1	0
O=C(COC(=O)c1ccc(N2CCOCC2)c([N+](=O)[O-])c1)Nc1ccc2c(c1)OCO2	-4	13	i	-9	-5	7	-10	0.2	5
COc1ccc(CC(=O)Oc2ccc(F)cc2)cc1	-1	-1	i	-6	-1	2	5	-0.2	2
CCC(CC)C(=O)Nc1ccc(-c2cn3cccnc3n2)cc1	-6	2	i	8	-3	-2	-3	3.4	1
CCOC(=O)c1ccc(NC(=O)CNC(=O)c2ccccc2)cc1	-13	4	i	4	4	-6	-10	-0.4	4
CC(C)n1c(-c2ccccc2F)n[nH]c1=S	-6	1	i	-6	0	29	-7	0.2	2
OCC(CO)(CO)NCC(O)CN1c2ccccc2Sc2ccccc21 (centres undefined)	1	-9	i	-4	0	-10	-4	·	2
Cc1ccc(-n2cc(CN3CCCN(C=O)CC3)c(-c3ccc(F)cc3)n2)cc1	-3	-1	i	1	6	-2	7	0.0	-5
O=C1C2C3C=CC(C3)C2C(=O)N1c1cccc2ccccc12 (centres undefined)	1	0	i	1	2	-5	-8	0.2	1
CN1C(=O)/C(=C/c2ccc3c(c2)OCO3)N=C1c1ccccc1	-1	7	i	-4	0	-13	-8	0.1	-3
CCCn1c(SCC(=O)Nc2ccccc2Oc2ccccc2)n[nH]c1=O	-7	2	i	-2	1	-17	0	-0.8	0
CN(C)/C=C(\C(=O)c1ccccc1)c1nnnn1-c1ccccc1	4	1	i	-2	1	-12	-3	0.3	2
COc1ccc(-c2cc3c(c4c2ccn4C)C2CCC3O2)cc1OC (centres undefined)	-6	-2	i	7	-3	7	-3	1.3	2
CC1=C(C(=O)OC(C)(C)C)C(c2cccc3ccccc23)NC(=O)N1 (centres undefined)	-5	-1	i	-2	3	2	9	2.8	2
COc1ccc(NC(=O)c2cc(-c3cccs3)on2)cc1	1	0	i	3	3	6	-4	0.2	5
O=C(NC1CCCCC1)N1CCC(c2nc3ccc(Cl)cc3[nH]2)CC1	-6	-3	i	-8	3	7	0	0.8	19
COc1ccc2nc(NC(=O)c3ccccc3F)sc2c1	-4	1	i	2	0	-7	2	-0.5	0
Nc1ccccc1CCc1ccccc1N	-10	0	i	-5	-2	8	-9	-1.4	-2
